Screens from PubChem.
SIRT5 inh: SIRT5 desuccinylase inhibitors, primary screen, biochemical, fluorescence imaging, single point, set 5; NAD-dependent protein deacylase sirtuin-5, mitochondrial (Homo sapiens), Q9NXA8; Purified SirT5, succinyl-peptide AMC, trypsin-coupled fluorescence; inhibition, % at 15 µM; hit rate 1.1% among 330,000; AID 652115, 2013; in the data active = inhibition above about 15%
Target sequence (Q9NXA8 whole entry, looked up): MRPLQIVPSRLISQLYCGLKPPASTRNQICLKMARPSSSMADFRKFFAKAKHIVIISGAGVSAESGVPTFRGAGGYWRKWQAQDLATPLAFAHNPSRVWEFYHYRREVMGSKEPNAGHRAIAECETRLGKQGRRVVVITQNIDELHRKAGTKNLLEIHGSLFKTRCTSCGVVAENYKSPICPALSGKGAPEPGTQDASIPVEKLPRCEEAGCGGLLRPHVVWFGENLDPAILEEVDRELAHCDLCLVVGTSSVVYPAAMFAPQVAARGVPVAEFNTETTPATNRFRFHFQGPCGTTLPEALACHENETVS
ERp5 block: inhibitors of ERp5-driven insulin aggregation, primary screen, biochemical, turbidity, absorbance 650 nm, single point; inhibition, % at 9.99 µM; AID 651711, 2012; 90 min; hit rate 0.05% among 350,000; Protein disulfide-isomerase A6 (Homo sapiens), Q15084;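 active = mean replicate inhibition above about 25%, with every replicate also reaching it, limit read from the data, passing the limit was not always enough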
Target sequence (Q15084 whole entry, looked up): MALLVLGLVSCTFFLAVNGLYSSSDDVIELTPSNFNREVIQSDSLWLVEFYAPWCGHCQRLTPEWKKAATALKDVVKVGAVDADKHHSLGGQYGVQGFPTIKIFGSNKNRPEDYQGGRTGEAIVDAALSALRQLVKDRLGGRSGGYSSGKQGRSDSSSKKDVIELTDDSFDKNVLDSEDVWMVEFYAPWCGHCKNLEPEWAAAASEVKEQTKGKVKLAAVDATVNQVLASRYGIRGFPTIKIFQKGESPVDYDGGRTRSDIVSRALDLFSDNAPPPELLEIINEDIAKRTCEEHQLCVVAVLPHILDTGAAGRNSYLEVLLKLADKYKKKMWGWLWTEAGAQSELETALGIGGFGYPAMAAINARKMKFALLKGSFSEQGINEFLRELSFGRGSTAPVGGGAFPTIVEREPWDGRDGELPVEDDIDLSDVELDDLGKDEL
Statin myotox sup: suppressors of statin myotoxicity in C2C12 myotubes, primary screen, cell-based, single point, plate reader; C2C12 myotubes + simvastatin, ATP luminescence, 48 h; scaled: DMSO 0, geranylgeraniol control 100; rescue of ATP level, % at 7.49 µM; hit rate 0.78% among 330,000;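 active = mean ATP rescue above about 67%, or every replicate alone reaching that limit, limit read from the data, passing the limit was not always enough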;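 note: myotubes were challenged with 10 µM simvastatin during compound exposure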
miR122 inh: miR-122 Renilla sensor signal increase in Huh7, primary screen, miR-122 inhibitor project, cell-based, single point, plate reader. Huh7 miR-122 Renilla luciferase sensor, 48 h; neutral wells = 0, positive control = 100. activation (reporter increase), % at 12.5 µM. hit rate 0.3% among 340,000;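 active = mean replicate activation score at least 90 and every replicate individually at or above 90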;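 note: higher luciferase means less miR-122 activity so hits act as miR-122 inhibitors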
Cneo AK release: Cryptococcus neoformans cell lysis inducers, primary screen, AK release luminescence, single concentration. C. neoformans lysis, adenylate kinase release luminescence, 4 h; normalised: neutral wells 0, clomiphene wells 100. lysis activity, % at 15 µM. hit rate 0.2% among 360,000. AID 651654, 2012;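 active = mean lysis activity across replicates of at least 80%, whatever share of replicates individually reach that level; inactive = mean lysis activity below 80%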
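Test system: log-phase Cryptococcus neoformans yeast cells. Input: 5 × 10^6 yeast cells/mL. Medium: fresh YPD growth medium. Doses: single dose. Incubation: static 4 h at 37 °C with compound, 1 h detection. Measured by: luminescent adenylate kinase detection reagent. Read-out: signal increase indicating cell lysis. Benchmarks: Clomiphene.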
ARNT TACC3 PPI: disruptors of ARNT/TACC3 protein interaction, primary screen, biochemical, AlphaScreen, single concentration | inhibition, % at 9.99 µM | AlphaScreen His-ARNT PAS-B/GST-TACC3 binding, luminescence; TACC3 fragment carries E629A point mutation | hit rate 0.66% among 390,000;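 active = mean inhibition of replicates at least 50% and at least half of replicates each reaching 50%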;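 note: 0% = complete ARNT plus TACC3 wells and 100% = ARNT alone without TACC3; many hits fall short of the cut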
esBAF inh: Bmi1 luciferase reporter increase in mESCs, primary screen, esBAF inhibitor project, mouse ES cells, Bmi1 luciferase knock-in, single point | hit rate 2% among 350,000 | reporter increase, % at 12.5 µM | 24 h; 100% = twice the neutral-well signal | AID 602393, 2012; in the data active = activation above about 40%;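 note: 0% = median of the plate's neutral control wells and 100% = double that signal; a rise in the Bmi1 reporter signal indicates esBAF inhibition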
* hit, by the source's call; . = no result given; [ ] = another dose, or the depositor's remark.

Structure	Cneo AK release	esBAF inh	ARNT TACC3 PPI	miR122 inh	SIRT5 inh	ERp5 block	Statin myotox sup
Cc1c(NC(=O)c2ccc(NS(=O)(=O)c3cccc([N+](=O)[O-])c3)cc2)c(=O)n(-c2ccccc2)n1C	1	-4	-7	.	-2	-5	0
COc1cccc(C(=O)N2C[C@@H]3[C@H](c4ccccc42)[C@H](CO)N3C(C)=O)c1	-3	-4	-5	-8[16.7 µM]	0	-2	0
Cc1ccc(NC(=O)CSCC(=O)Nc2ccc(N3CCOCC3)c(Cl)c2)cc1	-5	9	0	-4	.	.	121*
Cc1cccnc1NC(=O)Nc1ccc(F)cc1	.	51*	4	7	.	.	11
Cc1cc(NC(=O)CN2CCCCC2)n(-c2ccccc2)n1	-4	.	.	-1	-6	0	.
CC1=NN(C(N)=S)C(=O)C1N=Nc1ccccc1[N+](=O)[O-] (configuration not stated)	7	0	.	3	7	3	-1
COc1cc(CO)cc(I)c1O[C@H]1C=C(C(=O)NCCO)C[C@@H](NC[C@@H]2CCCO2)[C@@H]1O	3	.	31	.	-1	0	.
COc1ccccc1C(O)c1ncc(-c2cccc(C(F)(F)F)c2)[nH]1 (configuration not stated)	3	6	.	9	.	-5	-3
O=C(CCc1nnc(CCCc2ccccc2)o1)NCCc1ccccc1	.	.	0	.	-4	4	.
S=C(NCc1cccnc1)Nc1cccc2ccccc12	2	.	-18	2	-1	-6	.

Next section.
Structure	Cneo AK release	esBAF inh	ARNT TACC3 PPI	miR122 inh	SIRT5 inh	ERp5 block	Statin myotox sup
CCC(NC(=O)Nc1nnc(C(F)(F)F)s1)(C(F)(F)F)C(F)(F)F	.	-54	-3	-5	.	.	-179
COc1ccc(C(=O)O)cc1S(=O)(=O)NCc1cccnc1	-1	-1	-3	-4	2	2	0
CC1CCCN(C2(O)C(=O)Nc3ccc([N+](=O)[O-])cc32)C1 (configuration not stated)	.	7	40	.	0	1	-1
Cc1cc(C)n(CCNCc2c(C(=O)N3C[C@@H](C)O[C@@H](C)C3)nc3ccc(Cl)cn23)n1	-7	-7	-1	-7	-24	4	1
COc1ccc(S(=O)(=O)Nc2ccc3c(c2)C(=O)N([C@@H](C)CO)C[C@H](C)[C@@H](CN(C)CC2CCCCC2)O3)cc1	0	-4	-1	5[16.7 µM]	-2	1	36
CC(=O)c1cc2ccccc2oc1=O	-2	7	-6	1	-1	-6	8
COc1ccc(CC(=O)OCC(=O)N2N=C(c3ccccc3)CC2c2ccc(OC)cc2)cc1 (configuration not stated)	-3	.	2	-4	.	.	.
CCCN1C(=O)c2ccc(C(=O)NCc3ccco3)cc2C1=O	-1	-7	0	4	.	.	-9
CCC1CCC(N2CCN(c3ccc([N+](=O)[O-])cc3)CC2)CC1 (configuration not stated)	3	-1	30	4	4	1	11
C[C@H]1COC(=O)[C@H](NC(=O)OCC2c3ccccc3-c3ccccc32)C/C=C\C[C@H](CC(=O)N(CCO)Cc2ccccc2)C(=O)N1	-3	-25	-1	-5	-1	-3	-10

Next part.
Structure	Cneo AK release	esBAF inh	ARNT TACC3 PPI	miR122 inh	SIRT5 inh	ERp5 block	Statin myotox sup
Cn1ccc2c(-c3cccnc3)cc3c(c21)C1CCC3O1 (configuration not stated)	-8	2	.	2	1	12	5
O=C1/C(=C/c2cccc(Br)c2)SC(=S)N1/N=C/c1cc([N+](=O)[O-])ccc1O	.	-5	2	-3	-8	4	1
COc1ccc(NC(=O)Nc2ccc3c(c2)C(=O)N([C@H](C)CO)C[C@H](C)[C@H](CN(C)C(=O)Nc2c(C)noc2C)OCCCC[C@H](C)O3)cc1	-1	-2	3	7[16.7 µM]	2	-5	.
O=C(NCc1cccnc1)c1cc(C(=O)C2CC2)c[nH]1	.	.	29	7	-1	4	.
Cc1cc(NC(=O)CSc2nnc(C(C)N(C)C)n2-c2ccc(F)cc2)no1 (configuration not stated)	.	.	-1	.	3	-1	.
O=C(Cc1ccccc1)N1CC[C@@H]2[C@H]1c1cc(Br)ccc1N[C@@H]2CO	-1	1	0	-1[16.7 µM]	0	2	26
C=CCN=C1NN=C(c2ccc3c(c2)OCCO3)CS1	-1	-20	12	154*	2	-2	1
O=C(O)/C=C/c1ccccc1Oc1ccc(Cl)cc1Cl	-1	0	8	4	-3	1	-10
Cc1ccc(N=Cc2c(O)c3ccccc3n(C)c2=O)cc1	-6	8	-2	2	-1	0	7
Cc1cc(Cc2ccc(N)c(C)c2)ccc1N	0	.	-8	-7	-1	-4	.

Next part.
Structure	Cneo AK release	esBAF inh	ARNT TACC3 PPI	miR122 inh	SIRT5 inh	ERp5 block	Statin myotox sup
COc1ccc(C=Nc2cccc3ncccc23)cc1	-1	-6	4	3	-1	-3	5
CCCCn1c(N)c(N(CCOC)C(=O)c2cc3ccccc3cc2OC)c(=O)[nH]c1=O	-2	.	1	1	-4	0	-6
CCC(C)C(NC(=O)[C@@H](NC(=O)c1ccccc1F)C(C)C)C(=O)OC (some centres not stated)	0	-4	.	-1	.	.	27
NC(=O)COc1ccc(/C=N/NC(=O)C2CCCN2S(=O)(=O)c2ccc(Cl)cc2)cc1 (configuration not stated)	1	-3	5	-4	.	.	8
Cc1ccc(CN2C(=O)[C@@H]3Cc4c([nH]c5ccccc45)C(C)(C)N3C2=O)cc1	2	3	.	.	-4	-5	3
CC(C)NC(=O)N(C)C[C@@H]1Oc2c(cccc2N(C)C)C(=O)N([C@@H](C)CO)C[C@@H]1C	1	2	6	4[16.7 µM]	-1	0	34
Cc1[nH]c(=O)nc(SCc2cccc(Cl)c2)c1C#N	3	10	10	1	3	0	14
Cc1n[nH]c(C)c1S(=O)(=O)N1CCc2ccccc2C1	1	1	4	2	-5	-7	20
COC(=O)CC(NC(=S)NC(=O)c1ccccc1)c1ccc(Br)cc1 (configuration not stated)	0	1	-15	-8	-2	-4	3
Cc1cc(C)c(NC(=O)CS)c(Cl)c1	-4	-13	-30	-2	-3	-5	5

An excerpt from further up:
Structure	Cneo AK release	esBAF inh	ARNT TACC3 PPI	miR122 inh	SIRT5 inh	ERp5 block	Statin myotox sup
Cc1n[nH]c(C)c1S(=O)(=O)N1CCc2ccccc2C1	1	1	4	2	-5	-7	20
COC(=O)CC(NC(=S)NC(=O)c1ccccc1)c1ccc(Br)cc1 (configuration not stated)	0	1	-15	-8	-2	-4	3
Cc1cc(C)c(NC(=O)CS)c(Cl)c1	-4	-13	-30	-2	-3	-5	5

Additional compounds
Structure	Cneo AK release	esBAF inh	ARNT TACC3 PPI	miR122 inh	SIRT5 inh	ERp5 block	Statin myotox sup
COCCCNC(=S)N/N=C/c1ccc2ccccc2c1	.	5	6	.	4	-2	-35
Fc1ccccc1COc1ccc(C(=S)N2CCCC2)cc1	2	21	0	-1	0	3	-18
C=CCOc1ccc(CN(C)C(=O)CN2C(=O)c3ccccc3C2=O)cc1	1	3	-3	.	-4	4	1
CCc1ccccc1NC(=O)CSc1nc(C)c(C)o1	0	.	-4	-5	2	2	.
CCOC(=O)/C(=C\c1cccnc1)C(=O)c1cc(C(C)=O)c(Nc2ccccc2)s1	-1	-86	9	-31	.	.	-150
CN1C(=O)c2cc(NC(=O)NC3CCCC3)ccc2OC[C@H]2O[C@H](CC(=O)NCC3CC3)CC[C@H]21	1	-2	-8	15[16.7 µM]	-3	-2	-28
Cc1[nH]c2ccccc2c1C(=O)C(=O)NCCCn1ccnc1	.	.	12	.	-1	-4	.
CCC(=O)Nc1cc(ON=C(C)C)cc([N+](=O)[O-])c1	1	.	-2	-5	.	.	.
CC(C)CNC(=O)COC(=O)c1ccc2c(c1)C(=O)N(Cc1ccco1)C2=O	8	-5	2	-5	-2	2	-2
CC(=O)C1=C(O)C(=O)N(CCCn2ccnc2)C1c1ccc(C)cc1 (configuration not stated)	0	-12	-6	3	-2	-4	-17

Full records, quoted from the list. Order of screens: Cneo AK release	esBAF inh	ARNT TACC3 PPI	miR122 inh	SIRT5 inh	ERp5 block	Statin myotox sup
COCCCNC(=S)N/N=C/c1ccc2ccccc2c1 in the list: .	5	6	.	4	-2	-35
CCC(=O)Nc1cc(ON=C(C)C)cc([N+](=O)[O-])c1 in the list: 1	.	-2	-5	.	.	.
CN1C(=O)c2cc(NC(=O)NC3CCCC3)ccc2OC[C@H]2O[C@H](CC(=O)NCC3CC3)CC[C@H]21 in the list: 1	-2	-8	15[16.7 µM]	-3	-2	-28
Fc1ccccc1COc1ccc(C(=S)N2CCCC2)cc1 in the list: 2	21	0	-1	0	3	-18
CC(C)CNC(=O)COC(=O)c1ccc2c(c1)C(=O)N(Cc1ccco1)C2=O in the list: 8	-5	2	-5	-2	2	-2

Next section:
Structure	Cneo AK release	esBAF inh	ARNT TACC3 PPI	miR122 inh	SIRT5 inh	ERp5 block	Statin myotox sup
COc1ccc2c(C)cc3nnnn3c2c1	2	-2	14	2	-9	2	-19
CCCCOc1ncnc2c1[nH]c1ccccc12	-11	-2	0	.	-4	1	1
COc1ccc(N2CCOCC2)c(NC(=O)c2ccc3c(c2)OCO3)c1	.	-4	-5	-9	1	2	-3
Cc1nc(C(F)(F)F)ccc1C(=O)N1CCC1(C)C(=O)NS(=O)(=O)c1ccccc1Cl (configuration not stated)	0	4	.	1	2	-2	1
C=CCn1c(SCCC(=O)O)nnc1-c1cccs1	1	-3	1	-3	.	.	14
CCCCN(C)CCCNC(=O)c1ccc2c(c1)NC(=O)C(N1CCOCC1)S2 (configuration not stated)	-1	-2	11	-5	.	.	2
O=[N+]([O-])c1ccc(N2CCOCC2)c(S(=O)(=O)N2CCOCC2)c1	-2	-2	.	-2	.	2	-5
CNC(=O)C[C@@H]1CC[C@H]2[C@@H](COc3ccc(NC(=O)C4CC4)cc3C(=O)N2C)O1	47	-2	-3	47[16.7 µM]	.	.	-21
